CD40 NFkB inh = CD40 pathway inhibition in BL2 cells | AID 1053188 | 0.94% of 83,000 active | BL2 NF-kB luciferase reporter, CD40L-induced, 4 h | inhibition, % at 10 µM;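 active means mean inhibition of at least 50% with a set share of replicates also reaching that level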;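 further: 0% = neutral control wells and 100% = IKK inhibitor VII at 50 µM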
An asterisk follows results filed as active; [ ] = remark or other dose.

CD40 NFkB inh | compound
4.2 | CCN(Cc1ccccc1)C(=O)c1ccc(N(C)S(=O)(=O)c2ccc(C)cc2)cc1
10.3 | CC(=O)N1CCN(CC(=O)Nc2cccc(S(=O)(=O)N3CCCCC3)c2)CC1
5.2 | CN(CC(=O)Nc1ccccc1Br)C(=O)c1ccccc1Sc1ccccc1C#N
12.8 | COc1ccccc1CCNC(=O)C(=O)Nc1cc2c3c(c1)C(C)C(=O)N3CCC2 (configuration not stated)
2.8 | CCOc1ccccc1NC(=O)C(c1ccccc1)N1CCN(CC(=O)N2CCCC2)CC1 (configuration not stated)
-7.4[25 µM] | CO[C@H](C(=O)N(C)C[C@@H]1OCc2ccccc2-c2c(n(C)c3ccccc23)C(=O)N([C@@H](C)CO)C[C@H]1C)c1ccccc1
5.6 | CCn1c(CNC(=O)c2cccnc2)cc2ccccc21
-76.0 | COc1cc(-c2nc(-c3ccccn3)no2)cc(OC)c1OC
8.8 | COc1ccc(OCCn2cncn2)cc1
-7.8 | CC(C)CCc1noc(CN2CCC(CCN3CCCC3=O)CC2)n1
-12.2 | CC(C)NC(=O)c1noc2cc([N+](=O)[O-])ccc12
-9.5 | CCCS(=O)(=O)N1CCC(C(=O)N2CCOCC2)CC1
8.7 | C/C=C/c1ccc([C@@H]2[C@@H](CN(CC(C)C)C(C)=O)N(C(C)=O)[C@H]2CO)cc1
9.0 | O=C(C[n+]1ccc(C(=O)NCc2ccccc2)cc1)c1ccc(F)cc1
-2.2 | CC(=O)Nc1ccc(NC(=O)CSc2nnc3ccc(-c4ccccn4)nn23)cc1
-11.0 | O=C(NCc1ccccc1)c1ccc(S(=O)(=O)NCc2ccco2)cc1
8.8[25 µM] | c1ccc(-c2[nH]ncc2-c2ccnc3ccccc23)nc1
8.3 | COC(=O)c1c(NC(=O)C(C)(C)C)sc2c1C(C(=O)OC)CC2 (configuration not stated)
-9.8 | O=C(CCN1CCCCC1)NCC[C@H]1CC[C@H](NC(=O)C2CCCCC2)[C@@H](CO)O1
-15.7 | N#Cc1ccc(C(=O)Nc2nnc(-c3ccccn3)o2)cc1
23.3 | CCOc1ccc(NC(=O)CN(C)C(=O)c2cc([N+](=O)[O-])ccc2N2CCCCC2)cc1OCC
16.9 | CC(=O)Nc1ccc(S(=O)(=O)NCCC(=O)N2CCC(Cc3ccccc3)CC2)cc1
7.5 | COc1ccc(NS(=O)(=O)c2cc(NC(=O)c3ccco3)ccc2N2CCCC2)cc1
6.3 | CC(=O)N1CCc2cc(S(=O)(=O)NC(CC(C)C)C(=O)N3CCCC3)ccc21 (configuration not stated)
1.4[25 µM] | COCC(=O)N(C[C@H]1N[C@H](CO)[C@@H]1c1ccc(-c2cncnc2)cc1)C(C)C
-6.6[25 µM] | COc1ccc(S(=O)(=O)N(C)C[C@H]2Oc3ccc(NC(=O)CCN4CCOCC4)cc3CC(=O)N([C@@H](C)CO)C[C@@H]2C)cc1
-40.4 | c1coc(-c2nc(N=C3N=c4ccccc4=N3)[nH]c2-c2ccco2)c1
1.3 | O=C(NCC1COc2ccccc2O1)c1cc(S(=O)(=O)N2CCOCC2)ccc1F (configuration not stated)
6.4 | COc1ccccc1CNc1ncnc2cc(Cl)ccc12
3.9 | NNC(=O)C1CC1c1ccccc1 (configuration not stated)
-8.8 | CN(C)CCCN(C(=O)COc1ccccc1)c1nc2ccc(F)cc2s1
0.3 | COc1ccc(N2C(=O)C(F)(F)C2c2cccc(F)c2)cc1 (configuration not stated)
-65.4 | CN(CCC1CCCCO1)C(=O)CCc1nnc(CCc2ccccc2)o1 (configuration not stated)
-11.8 | CCc1ccc(OCCCCCn2ccnc2)cc1
9.0 | CC(C)[C@H](NC(=O)NCc1cccs1)C(=O)O
-4.5 | O=C(COc1ccccc1O)c1cccs1
4.0 | C[n+]1cnn2c1SCC1(COC1)C2
-15.7 | COc1cccc(OC)c1C(=O)Nc1ccc(C(=O)c2ccncc2)cc1
-28.2[25 µM] | COc1ccccc1-c1cn(CC[C@H]2CC[C@H](NC(=O)C3CCCCC3)[C@@H](CO)O2)nn1
7.9[25 µM] | COc1cccc(C(=O)Nc2ccc3c(c2)C(=O)N(C)C[C@@H](OC)[C@H](C)CN(C(=O)C2CC2)[C@H](C)CO3)c1
9.5 | Cc1c(C(=O)N(Cc2ccccc2)Cc2cccs2)cnn1-c1ccc(Cl)cc1
-2.1 | CCCCn1c(N)c(N(CCC(C)C)C(=O)COC(=O)Cc2ccc(Cl)cc2)c(=O)[nH]c1=O
-5.2 | c1cc2c(cc1-c1[nH]ncc1CN1C[C@H]3CC[C@H]1C3)OCO2
-111.4 | O=c1[nH]c2ccccc2c2nc3ccccn3c12
18.7 | COc1cc(/C=N/n2cnnc2)ccc1OC(=O)c1cccnc1
-1.0 | CC(C)NC(=O)CSc1nc2ccccc2n1CC(=O)N(C(C)C)C(C)C
0.8 | O=C(NCC(=O)N1CC=C(c2ccccc2)CC1)c1ccco1
16.3 | Cc1cc(OCC(=O)NCCO)ccc1Cl
0.0 | Cc1nnc(SCC(=O)Nc2cccc(S(=O)(=O)N3CCCC3)c2)n1C1CC1
-6.1 | CC(=O)c1c(C)[nH]c(C(=O)NCc2ccccn2)c1C
-14.4[25 µM] | CCCN(C)C[C@@H]1OCCCC[C@H](C)Oc2ccc(NC(=O)CCCN(C)C)cc2C(=O)N([C@H](C)CO)C[C@@H]1C
-0.5 | Cc1[nH]c2ccccc2c1CN1CCN(c2ccccn2)CC1
35.9[25 µM] | Cn1cnnc1Sc1c([N+](=O)[O-])ncn1C
-15.8 | CCCCCCN1Cc2ccccc2C1
6.8 | O=S(=O)(c1ccc(Cl)cc1)N1CCn2c1nc1ccccc12
0.5[25 µM] | N#C[C@@H]1[C@H](c2ccccc2C2=CCCCC2)[C@@H](CO)N1C(=O)c1cccc(F)c1
-25.5 | COc1ccc2c(c1)CCc1c-2nc2ccccc2c1N1CCOCC1
-0.8 | O=C(CNC(=O)N1CC(=O)Nc2ccccc21)Nc1nccs1
-5.3[25 µM] | O=C(C[C@@H]1C[C@H]2c3cc(NC(=O)c4cccnc4)ccc3O[C@H]2[C@@H](CO)O1)NCCc1ccccc1
-70.8 | Cc1ccccc1NC(=S)NNC(=O)c1cccc(Br)c1

Some of the entries so far, in CSV form.
SMILES,CD40 NFkB inh
COc1ccc2c(c1)CCc1c-2nc2ccccc2c1N1CCOCC1,-25.5
COc1cc(/C=N/n2cnnc2)ccc1OC(=O)c1cccnc1,18.7
CCCCCCN1Cc2ccccc2C1,-15.8
O=c1[nH]c2ccccc2c2nc3ccccn3c12,-111.4
CC(=O)c1c(C)[nH]c(C(=O)NCc2ccccn2)c1C,-6.1
CC(C)NC(=O)CSc1nc2ccccc2n1CC(=O)N(C(C)C)C(C)C,-1.0
O=S(=O)(c1ccc(Cl)cc1)N1CCn2c1nc1ccccc12,6.8

Additional results
CD40 NFkB inh | compound
-3.4 | Cc1c(NC(=O)CN2CC(C)OC(C)C2)c(=O)n(-c2ccccc2)n1C (configuration not stated)
4.9 | CC(=O)Nc1ccc(S(=O)(=O)NCCC(=O)NCCCc2ccccc2)cc1
3.5 | CCC(=O)N1[C@H](CO)[C@H](c2ccc(C3=CCCC3)cc2)[C@@H]1CN(C)C(C)=O
4.2 | CC(C)=CC1C(C(=O)NCCOc2ccccc2)C1(C)C (configuration not stated)
-26.0[25 µM] | COc1ccccc1-c1ccc([C@H]2[C@@H](C#N)N(C(=O)C3CCOCC3)[C@H]2CO)cc1
17.2 | N#Cc1c(N)nc2c(c1-c1ccncc1)CCCC2
3.5 | CC(=O)c1cccc(OCC(=O)N(C)CC(=O)NCc2ccco2)c1
-94.4 | CN(C)S(=O)(=O)c1ccc(NC(=O)c2cc3ccccc3o2)cc1
-9.1 | COc1ccc(CN2CCN(C(C)C)C(CCO)C2)cc1Cn1cncn1 (configuration not stated)
-3.7 | O=C(CCCOc1ccc(Cl)cc1Cl)Nc1cc(S(=O)(=O)N2CCOCC2)ccc1N1CCOCC1
13.0 | CCc1ccc2ncc(C(=O)c3ccccc3)c(N3CCOCC3)c2c1
0.3 | CCCCCn1c(=O)[nH]c2cc(C(=O)NCc3ccc4c(c3)OCO4)ccc2c1=O
3.0 | O=C(Nc1ncc2c(n1)CC(c1ccccc1)CC2=O)c1ccco1 (configuration not stated)
52.5*[25 µM] | COc1ccc(S(=O)(=O)Nc2ccc3c(c2)C(=O)N([C@H](C)CO)C[C@H](C)[C@@H](CN(C)Cc2ccc(C(F)(F)F)cc2)OCCCC[C@@H](C)O3)cc1
2.3 | CN(C)N1C(=O)CC(N2CCCC2)C1=O (configuration not stated)
-0.4 | O=C1c2ccccc2C(Nc2ccccc2)N1Cc1ccc2c(c1)OCO2 (configuration not stated)
-2.6[25 µM] | C[C@@H]1CN([C@@H](C)CO)C(=O)CCCn2cc(nn2)CO[C@@H]1CN(C)Cc1ccccc1C(F)(F)F
-0.1 | Cc1nc(CCNC(=O)C2CCC(=O)N(CCc3cccc(F)c3)C2)sc1C (configuration not stated)
11.2[25 µM] | C[C@@H]1CN([C@H](C)CO)S(=O)(=O)c2ccc(C#CC3CC3)cc2O[C@@H]1CN(C)Cc1ccccc1
-39.7 | OC(c1ccc(F)cc1)c1ncc(-c2ccccc2Cl)[nH]1 (configuration not stated)

Nothing new here: entries from further up.
CD40 NFkB inh | compound
35.9[25 µM] | Cn1cnnc1Sc1c([N+](=O)[O-])ncn1C
-15.8 | CCCCCCN1Cc2ccccc2C1
6.8 | O=S(=O)(c1ccc(Cl)cc1)N1CCn2c1nc1ccccc12

The list continues:
CD40 NFkB inh | compound
5.8 | CSc1ccc(C(=O)N2CCC(CCC(=O)NCc3ccc(F)cc3)CC2)cc1
8.5 | COc1ccc(C(=O)NCc2ccc(S(N)(=O)=O)cc2)cc1[N+](=O)[O-]
-7.5 | Cc1cc(S(=O)(=O)N2CCCCC2CCNC(=O)C(=O)NCC2CCCO2)ccc1F (configuration not stated)
13.2 | Cc1cnccc1CNC(=O)CC1C(=O)NCCN1CC(C)(C)C (configuration not stated)
-4.2 | O=C(c1ccccc1)N1CCN(C(=O)N2CCCCC2)CC1
-13.3 | Cc1ccc(Sc2ncccc2COC(=O)Nc2ccccc2)cc1
-41.6 | C/C(=N/NC(=O)c1cccs1)c1cccc(N)c1
6.1 | CC1(C)Cc2cccc(OCC(N)=O)c2O1
-12.2 | CCOC(=O)CN1CCC(c2cc(-c3ccc(Cl)cc3)n[nH]2)CC1
-88.0 | COc1ccccc1-c1noc(-c2ccncc2)n1
7.6 | c1ccc2c(c1)CC1(CCCC1)n1nnnc1-2
18.5 | Cc1cc(C)n(CC(O)CN2c3ccccc3Sc3ccccc32)n1 (configuration not stated)
4.2 | COc1cc(/C=C/C(=O)Nc2cccc(S(=O)(=O)NC3=NCCCCC3)c2)ccc1OCC#N
-4.9 | O=C(C[C@@H]1CC[C@@H]2[C@H](COC[C@@H](O)CN2C(=O)c2ccc3c(c2)OCO3)O1)NCCN1CCCC1
1.3 | O=C(c1ccco1)N1CCN(c2ccc(S(=O)(=O)N3CCCC3)cc2)CC1
-6.7 | Cc1sc(NC(=O)C2CCCC2)c(C#N)c1C
2.7 | O=C(Nc1ccc2c(c1)OCO2)C1CC(=O)N(c2ccc(F)cc2)C1 (configuration not stated)
4.3 | CN(CCNS(=O)(=O)c1ccc2c(c1)oc(=O)n2C)Cc1ccccc1
3.1 | COc1ccccc1N1CCN(S(=O)(=O)CCNC(=O)CC2CCCCC2)CC1
-7.0[25 µM] | CC(C)N(C[C@@H]1[C@@H](c2ccccc2)[C@@H](CO)N1S(C)(=O)=O)C(=O)CN(C)C
3.7 | CCC(=O)NC(c1ccccc1)c1c(OC(C)=O)ccc2ccccc12 (configuration not stated)
1.0[25 µM] | C[C@H](CO)N1C[C@H](C)[C@@H](CN(C)Cc2cccnc2)Oc2ncc(-c3ccc(C#N)cc3)cc2C1=O
-18.6 | O=C1CSC(=S)N1Cc1ccccc1
-2.5 | CCOC(=O)C1(Cc2ccc(OC)cc2)CCN(C(=O)CN2CCOC2=O)CC1
-0.1 | Cc1ccc(S(=O)(=O)N2CCC[C@H]2C(=O)NC2=NCCS2)cc1
14.8[25 µM] | CCc1cnc(N2[C@H](CO)[C@H](c3ccccc3-c3ccccc3C)[C@@H]2C#N)s1
-27.3 | CCOc1ccc(OCC(=O)OCC(=O)NCC2CCCO2)cc1 (configuration not stated)
-6.3 | O=C(O)c1ccc(Nc2c3ccccc3nc3ccccc23)cc1
6.6 | Cc1ccc(S(=O)(=O)N(C)C[C@@H]2OCCCC[C@@H](C)Oc3ccc(NS(=O)(=O)c4cccs4)cc3C(=O)N([C@@H](C)CO)C[C@@H]2C)cc1
2.5 | CC(C)N(C(=O)CN1CCC(c2nc3ccccc3[nH]2)CC1)C(C)C
5.8 | C/C(N)=C(/C#N)C(=O)CSc1nnc(Cc2ccccc2F)n1N
1.0 | CN(Cc1ccc(Cl)cc1Cl)C(=O)CN1C(=O)NC2(CCCC2)C1=O
-4.8 | O=C1CC(NS(=O)(=O)c2cccnc2)CN1c1ccc(Cl)cc1 (configuration not stated)
-0.5 | O=C(COc1coc(CN2CCc3ccccc3C2)cc1=O)Nc1ccc(F)cc1F
7.0[25 µM] | C[C@@H]1CN([C@H](C)CO)C(=O)CCCn2cc(nn2)CO[C@H]1CN(C)Cc1ccccc1C(F)(F)F
8.4 | Cc1cc(C)n(-c2nnc(C)n2NS(C)(=O)=O)n1
-31.5 | COc1ccc(-c2nc(N)n(C(=O)Cc3ccccc3)n2)cc1
0.3 | N#Cc1ccsc1NC(=O)C1CCN(C(=O)c2ccc(Cl)cc2)CC1
5.9 | Cc1ccc(NC(=O)COC(=O)CNC(=O)c2cccs2)cc1S(=O)(=O)N1CCOCC1
-99.2 | CN(C(=O)c1ccco1)c1nnc(C23CC4CC(CC(C4)C2)C3)s1
1.8 | CC(OC(=O)CCCN=C1NS(=O)(=O)c2ccccc21)C(=O)Nc1ccccc1[N+](=O)[O-] (configuration not stated)
-54.9 | Cc1ccc(C(=O)Nc2ccc3c(c2)OCCO3)cc1S(=O)(=O)N1CCOCC1
-0.6 | CCOC(=O)C1(C(=O)OCC)NC(=O)CC1C(C)C (configuration not stated)
0.0 | COc1ccc(NC(=O)CSc2nc3[nH]ncc3c(=O)[nH]2)c(OC)c1

From PubChem BioAssay

An excerpt; count on the stated rates, not on these rows.
